DNA Pol III inh = DNA polymerase III holoenzyme inhibition. AID 603. reconstituted DNA polymerase III holoenzyme replication, biochemical. Potency, µM (highest dose often 57.1 µM), without a hit: top-dose activity change, negative = inhibition. 0.25% of 71,000 active; also: potency is read from the fitted curve at half-maximal effect; % is scaled to controls: 0 for no effect and ±100 for the full control effect
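Reconstituted *E. coli* holoenzyme (0.35 nM Pol III, 1 nM beta, 154 nM SSB, 2 nM primase) was preincubated with compound for 15 min at RT. Synthesis on 1.4 nM ssM13Gori ran 35 min, then was stopped with PicoGreen/EDTA and read as dsDNA fluorescence.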
Ub-GFP proteasome = proteasome inhibitors stabilizing ubiquitin-GFP reporter. Ubiquitin-GFP reporter cells, proteasome inhibition, GFP fluorescence; response scale: untreated = 0%, 10 µM MG-132 = 100%. Potency, µM (top dose mostly 45.9 µM), without a hit: at the top dose activation (GFP accumulation), hits mostly activators. 67,000 tested, under 10 active; active = well fitted activation curve with a large enough effect, not every such curve was filed as active; inconclusive = small, poorly fitted or top-dose-only effect, or another doubt; inactive = no such curve, though single readings can be large or run the other way; also: potency is read from the fitted curve at half-maximal effect
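Proteasome block read as GFP accumulation: ubiquitin(G76V)-GFP U2OS cells exposed to compound (2.9 nM–46 uM) for 4 hr at 37 C. Normalization used untreated cells as 0% and 10 uM MG-132 as 100%; concentration-response curves fitted.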
15-hLO inh = blocks human 15-lipoxygenase activity. 1.4% of 74,000 active. P16050. purified 15hLO-1, xylenol orange hydroperoxide absorbance. Potency, µM (titrated, usually from 57.1 µM), for the others: at the top dose activity change, negative = inhibition, usual class: inhibitors; also: potency is read from the fitted curve at half-maximal effect; % is scaled to controls: 0 for no effect and ±100 for the full control effect; nearly all actives have a fitted effect of over 55% in size
Target sequence (P16050 whole entry, looked up): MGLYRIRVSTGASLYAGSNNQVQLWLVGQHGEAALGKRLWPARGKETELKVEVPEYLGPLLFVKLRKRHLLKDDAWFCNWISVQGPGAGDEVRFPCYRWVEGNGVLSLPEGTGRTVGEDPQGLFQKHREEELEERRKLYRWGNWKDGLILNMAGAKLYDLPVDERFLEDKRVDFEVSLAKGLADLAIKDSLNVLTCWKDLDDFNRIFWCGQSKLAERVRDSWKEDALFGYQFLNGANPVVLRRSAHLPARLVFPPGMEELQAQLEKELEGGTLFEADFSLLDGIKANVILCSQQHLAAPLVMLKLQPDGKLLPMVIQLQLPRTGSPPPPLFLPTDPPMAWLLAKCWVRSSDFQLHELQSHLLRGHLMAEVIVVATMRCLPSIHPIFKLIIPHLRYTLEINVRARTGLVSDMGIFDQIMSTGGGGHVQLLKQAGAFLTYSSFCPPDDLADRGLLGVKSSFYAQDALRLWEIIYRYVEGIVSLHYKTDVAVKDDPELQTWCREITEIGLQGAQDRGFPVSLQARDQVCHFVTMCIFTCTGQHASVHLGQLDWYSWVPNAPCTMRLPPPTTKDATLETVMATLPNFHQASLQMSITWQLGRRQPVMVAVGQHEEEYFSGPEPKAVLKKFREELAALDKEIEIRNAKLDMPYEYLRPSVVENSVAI
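Purified human 15hLO-1 (40 nM) in 25 mM Hepes pH 7.5, 0.01% Triton X-100, preincubated 15 min RT with compound, then 50 uM arachidonic acid for 6 min. Hydroperoxide read by ferrous/xylenol orange, 30 min; 573/405 nm absorbance ratio gave progress.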
ERK AVP inh = vasopressin-driven ERK pathway inhibition. AID 995. Potency, µM (doses to about 57.5 µM), for the others: top-dose activity, negative = inhibition, most hits filed as inhibitors. 0.99% of 72,000 active. HEK293-V1b, vasopressin-stimulated pERK AlphaScreen; also: potency is read from the fitted curve at half-maximal effect; % is scaled to controls: 0 for no effect and ±100 for the full control effect; nearly all actives have a fitted effect of over 55% in size
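Phosphorylated ERK1/2 detected via AlphaScreen bead proximity in lysates of V1b-expressing HEK293 cells given 25 nM vasopressin for 5 min after 30 min compound exposure (37 °C). AC50 from Hill equation; basal DMSO 0%, vasopressin 100%.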
Tau filament bind = binds recombinant human tau filaments. Potency, µM (doses to about 57.1 µM), without a hit: at the top dose activity change, negative = inhibition. 2% of 71,000 active. P10636. AID 596. recombinant tau filaments, thioflavin S fluorescence, 15 h; filaments grown with octadecylsulfate alongside compound;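 also: potency is read from the fitted curve at half-maximal effect; % is scaled to controls: 0 for no effect and ±100 for the full control effect; actives lower thioflavin S fluorescence by blocking filaments or displacing dye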
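His-tagged recombinant human tau (exons 2, 3 and 10 included), 1 uM, was induced to fibrillize by 30 uM sodium octadecylsulfate with compound present. After 15 h at 37 C, thioflavine S fluorescence (ex 450, em 510 nm) was read.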
Hsp90 Hop PPI = changes Hsp90-Hop TPR2A binding signal, up or down; AlphaScreen TPR2A-His6 binding biotin-Hsp90 C-terminal peptide; 0.44% of 71,000 active; Potency, µM (doses to about 57 µM), for the others: at the top dose activity change, negative = inhibition; active = well fitted curve in either direction with a large enough effect; inconclusive = small, poorly fitted or top-dose-only effect, or another doubt; also: potency is read from the fitted curve at half-maximal effect; % is scaled to controls: 0 for no effect and ±100 for the full control effect; many of its hits are not listed in these tables
GFP derepression = derepresses silenced GFP locus in mouse C127i cells; mouse C127i GFP locus derepression, cytometry, 30 h; Potency, µM (highest dose often 46.1 µM), inactives show top-dose GFP derepression (activation); 0.09% of 68,000 active; AID 597; also: % of control where 0% means no effect
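Derepression screen: silenced CMV-GFP reporter in murine C127i cells, 30 h compound incubation at 37 C, washed cells imaged by laser-scanning cytometer to enumerate GFP-expressing objects of 20 to 120 um.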
CRE-bla Fsk = alters forskolin-stimulated CRE reporter signaling in CHO cells; CHO CRE-bla reporter (cAMP response element driving beta-lactamase), forskolin EC10, beta-lactamase ratio; Potency, µM (doses to about 38.2 µM), inactives show at the top dose activity change, negative = inhibition, usual class: activators; 2.5% of 71,000 active; AID 662; active = well fitted activation curve with a large enough effect in the signal ratio, with a control signal flat, not every such curve was filed as active; inconclusive = small, poorly fitted or top-dose-only effect, or effect the other way, or a change in a side signal; the % refers to the signal ratio; also: potency is read from the fitted curve at half-maximal effect; % of control where 0% means no effect
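CRE-bla CHO reporter cells treated with compound titration plus EC10 NKH 477 (water-soluble forskolin), incubated 3 h at 37 °C; CCF4 loading 2 h at room temperature, 460/530 nm emission ratio read, AC50 values derived for positive or negative modulators.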
HBB splicing = alters splicing of the hemoglobin beta chain; Potency, µM (highest dose often 46.1 µM), for inactives: at the highest dose activation, hits mostly activators; 0.06% of 65,000 active; HBB splicing reporter cell assay, activation; EGFP reporter with mutant IVS2-654 intron; response scale: normalised to 500 nM splice-correcting PNA; also: potency is read from the fitted curve at half-maximal effect; 0% is about no effect
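HeLa cells stably expressing EGFP interrupted by mutant beta-globin intron 2 (IVS2-654), 500/well in 2% FCS. Treated with compound for 2 days at 37C. Splicing correction scored as total well GFP intensity (488 nm excitation, 500-520 nm emission); 500 nM antisense PNA served as control.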
Luciferase inh = inhibitors of firefly luciferase | purified firefly luciferase, luminescence, 8 min | P08659 | 2.2% of 72,000 active | Potency, µM (titrated, usually from 57.1 µM), inactives show top-dose activity change, negative = inhibition, most hits filed as inhibitors | AID 411; also: potency is read from the fitted curve at half-maximal effect; % is scaled to controls: 0 for no effect and ±100 for the full control effect; nearly all actives have a fitted effect of over 40% in size
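Luminescence read-out after 8 min at room temperature; enzyme reaction used luciferin plus 10 uM ATP (linear range) in imidazole buffer pH 7.2 with KCl, MgCl2, Tween 20 and BSA. Each sample was run as a titration.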
HADH2 inh = inhibitors of human HADH2 dehydrogenase. recombinant HADH2, NADH fluorescence, beta-hydroxybutyryl-CoA. Potency, µM (highest dose often 57.1 µM), for the others: at the top dose activity change, negative = inhibition, most hits filed as inhibitors. 3.4% of 73,000 active. AID 886; also: potency is read from the fitted curve at half-maximal effect; % is scaled to controls: 0 for no effect and ±100 for the full control effect; nearly all actives have a fitted effect of over 60% in size; many of its hits are not listed in these tables
Target sequence (Q99714 whole entry, looked up, one chain of several): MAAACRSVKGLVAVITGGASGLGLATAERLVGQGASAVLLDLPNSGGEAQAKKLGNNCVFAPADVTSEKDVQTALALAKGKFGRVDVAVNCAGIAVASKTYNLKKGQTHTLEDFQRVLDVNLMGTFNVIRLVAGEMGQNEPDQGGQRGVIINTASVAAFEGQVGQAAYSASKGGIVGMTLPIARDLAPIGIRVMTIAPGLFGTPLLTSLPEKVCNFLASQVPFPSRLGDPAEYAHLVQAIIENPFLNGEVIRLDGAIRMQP
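E. coli-expressed His-tagged HADH2 tested at 20 nM in alkaline Tris buffer (pH 9.0); oxidation of 90 uM beta-hydroxybutyryl-CoA with 1 mM NAD+ tracked fluorimetrically for 4 min.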
Numbers without * were called inactive; ? = inconclusive; nt = no result given; [ ] = remark or other dose. Unless noted, calls follow the shape of the dose curve; as a rule, active = well fitted curve in the direction sought with a large enough effect; inconclusive = small, poorly fitted or top-dose-only effect, or another doubt; inactive = no such curve, though single readings can be large; an effect the other way counts as inactive or inconclusive. Only part of the results is shown. The share of hits here may be higher or lower than overall.

SMILES	DNA Pol III inh	Ub-GFP proteasome	15-hLO inh	ERK AVP inh	Tau filament bind	Hsp90 Hop PPI	GFP derepression	CRE-bla Fsk	HBB splicing	Luciferase inh	HADH2 inh
N#Cc1nc(-c2ccc(Cl)cc2)oc1NCCc1ccccn1	-1.3%	-1.7%	-4.2%	-7.4%	12.8%	-3.2%	0.1%	20.1%	0.4%	-1.6%	-9.7%
Cc1cc(C)c2[nH]c(=O)c(C(c3nnnn3Cc3ccc4c(c3)OCO4)N3CCC(C)CC3)cc2c1 (centres undefined)	-2.4%	-3.0%	-13.3%	-4.7%	-15.8%	-4.5%	-2.3%	-7.7%	-0.6%[57.5 µM]	5.7%	19.1%
COc1ccc(C[C@H](N)C(=O)N[C@@H]2[C@H](O)[C@H](n3cnc4c(N(C)C)ncnc43)O[C@@H]2CO)cc1	-1.2%[25.6 µM]	7.4%[20.5 µM]	16.2%[25.6 µM]	18.5%[25.7 µM]	-10.9%[25.6 µM]	-4.2%[26 µM]	3.9%[20.6 µM]	9.4%[17.1 µM]	-1.2%[20.6 µM]	2.1%[25.5 µM]	-1.1%[25.6 µM]
CCc1ccc(OC)c(S(=O)(=O)NCCOc2ccccc2)c1	-0.9%	5.9%	3.8%	-15.5%	-7.0%	2.3%	-2.0%	-13.0%	-0.2%	0.1%	-7.1%
O=C(CC1CCCCC1)OCn1nnc2ccccc2c1=O	-7.5%	-7.1%	-7.1%	54.6%	-15.6%	20.6%	1.2%	-16.1%	0.3%	0.7%	-1.6%
Cc1[nH]c2ccccc2c1NC(=O)CN1CCN(Cc2ccc3c(c2)OCO3)CC1	-3.1%	nt	7.6%	-11.5%	-17.7%	-3.3%	-3.3%	-0.9%	-0.7%[0.369 µM]	-1.7%	0.8%
CCOC(=O)c1sc(N)nc1-c1ccccc1	-1.9%	5.5%	-4.5%	nt	10.3%	-1.3%	nt	?	-0.9%	2.1%	?
O=C(Nc1cccc(F)c1)N1CC=C(n2c(=O)[nH]c3ccccc32)CC1	2.7%	4.8%	-28.3%	20µM*	5.4%	4.6%	1.1%	-15.1%	0.0%	-0.5%	8.2%
COc1ccc2nc(SCC(N)=O)cc(C)c2c1	-3.3%	nt	-11.2%	0.8%	-17.9%	-1.5%	2.1%	?	2.4%[0.369 µM]	-2.5%	-27.3%
CCCCC1CCC(C(=O)NC2CCS(=O)(=O)C2)CC1 (centres undefined)	-1.6%	0.4%	-3.0%	-14.3%	-11.1%	0.7%	1.0%	-0.1%	0.2%	-0.2%	15.8%
Cc1cc2c(=O)n(Cc3ccco3)c(SCC(=O)N3CCCc4ccccc43)nc2s1	-0.5%	-2.5%	-30.0%	?	117.3%	-18.5%	5.4%	?	-1.0%	0.8%	-10.5%
CCOC(=O)N1CCN(C(=O)CSc2nnc(CNC(=O)c3ccccc3F)o2)CC1	-2.0%	9.6%	3.0%	-14.0%	-7.0%	-0.1%	-2.0%	-2.5%	0.3%	3.7%	1.4%
COC(=O)[C@H]1C[C@@H]1[C@H](N)c1ccccc1	0.0%	nt	nt	3.4%	2.1%	-5.3%	nt	-1.3%	1.0%	nt	-5.0%
CN(CCCNC(=O)COc1cc(=O)n(C)c2ccccc12)Cc1ccccc1	-9.7%	0.0%	-0.3%	8.2%	18.9%	-0.4%	-1.2%	-7.3%	-1.2%	0.8%	4.7%
Cn1c(=O)c(-c2ccccc2)nc2cnc(N3CCOCC3)nc21	-18.1%	-1.6%	-21.7%	14.6%	152.9%	?	-2.7%[9.22 µM]	?	0.8%	0.9%[11.4 µM]	19.2%
Cc1nnc(NC(=O)CSc2nnnn2Cc2ccccc2)s1	-4.2%	-0.9%	0.5%	-22.0%	-8.4%	-3.3%	-4.3%	-0.8%	0.2%	-0.2%	-5.1%
O=S(=O)(O)CCCc1cccc2ccccc12	-5.4%[11.4 µM]	-4.6%[9.17 µM]	-0.1%[11.4 µM]	4.4%[11.5 µM]	1.9%[11.4 µM]	-6.2%[11 µM]	3.4%[9.22 µM]	?	2.7%[9.22 µM]	4.4%[11.4 µM]	2.1%[11.4 µM]
CCc1nnc(NC(=O)CN2CCN(c3ccccc3OC)CC2)s1	6.9%	-4.7%	14.9%	8.9%	0.6%	-4.8%	-2.8%	-12.2%	0.1%[57.5 µM]	-4.2%	-6.6%
Cc1n[nH]c(C)c1S(=O)(=O)N(CC(=O)NC1CCCC1)c1ccc(C(C)C)cc1	-0.3%	-0.2%	4.6%	-19.3%	-5.2%	-1.2%	-3.4%	-9.1%	-0.1%	1.2%	6.1%
CCOc1ccc(N=NS(=O)(=O)O)cc1	-1.4%[11.4 µM]	-2.9%[9.17 µM]	-1.4%[11.4 µM]	16.9%[11.5 µM]	-5.4%[11.4 µM]	-0.2%[11 µM]	-2.2%[9.22 µM]	6.0%[7.6 µM]	3.5%[9.22 µM]	-1.2%[11.4 µM]	-12.4%[11.4 µM]
O=C1CCCC=C1[C@H](CCc1ccccc1)OC(=O)c1ccc(Br)cc1	nt	nt	3.1%[11.4 µM]	-7.5%[11.5 µM]	nt	nt	nt	nt	-1.1%[9.22 µM]	-2.7%[11.4 µM]	4.0%[11.4 µM]
CC(C)OC(=O)CC(=O)CSc1nc2c(cc1C#N)CCC2	-5.7%	-0.5%	-18.1%	-8.8%	16.8%	0.3%	7.7%	?	nt	-18.9%	20µM*
O=C(O)CCCC(=O)Nc1ccc(C(=O)N2CCCCC2)c(Cl)c1	-4.0%	10.5%	-2.0%	1.7%	-1.8%	-2.1%	2.9%	?	-0.8%	-0.1%	-10.2%
Cc1cccc(C(=O)c2ccccc2C(=O)O)c1O	-1.9%	-5.8%	2.4%	6.7%	4.6%	-1.2%	0.1%	5.3%	-1.3%	1.2%	-4.6%
O=C(Cn1c(=O)oc2cc(S(=O)(=O)N3CCCCCC3)ccc21)NC1CCCCC1	-6.4%	0.0%	2.6%	-13.5%	218.6%	-3.5%[2.3 µM]	nt	-6.7%	0.2%	4.1%	-10.1%
O=C(O)c1cc(-c2ccncc2)nc2ccc(S(=O)(=O)N3CCOCC3)cc12	-3.8%	16.3%	-10.6%	-5.9%	-7.5%	1.0%	-1.5%	?	0.0%	2.0%	-6.2%
Cn1c(SCc2cccc(F)c2)nnc1-c1ccccn1	0.6%	nt	14.2%	-20.3%	0.4%	-15.0%	4.2%	5.1%	2.0%[0.369 µM]	1.5%	8.7%
C=CCc1cccc(CNc2nc3ccccc3n2CCN2CCOCC2)c1O	-2.6%	3.4%	4.6%	-23.6%	25.1µM*	-16.1%	5.7%	?	-0.7%	-2.6%	4.5%
COc1ccc2c(CC(=O)N(C)CC3COc4ccccc4O3)coc2c1 (centres undefined)	-0.7%	-2.3%	-20.5%	3.5%	-15.8%	-4.2%	3.7%	1.8%	-1.6%	2.1%	11.5%
CC(=O)Nc1ccn(Cc2c(F)cccc2Cl)n1	4.4%	-2.1%	-0.7%	-2.7%	-3.5%	-4.2%	9.0%	-3.1%	1.7%	1.5%	4.8%
CCOc1ccc(NC(=O)CC2NCCNC2=O)cc1 (centres undefined)	-5.7%	-1.3%	7.5%	3.9%	0.9%	-3.0%	-1.1%	2.8%	-0.5%	-0.1%	5.2%
CCOC(=O)c1ccc(N2C(=O)CC(N3CCOCC3)C2=O)cc1 (centres undefined)	-1.8%	6.3%	3.0%	5.5%	-3.5%	-1.5%	-2.7%	-7.9%	0.4%	2.5%	-8.5%
c1ccc2c3c(cc(N4CCOCC4)c2c1)OC1(N2CCOCC2)CCCCC1O3 (centres undefined)	-5.4%	-3.0%	2.2%	-14.0%	-13.0%	-3.9%	3.3%	-2.0%	0.3%[57.5 µM]	-1.7%	-23.5%
CCn1nnc(NC(=O)c2cc(Cl)c(OC)c(Cl)c2)n1	-6.9%	-4.0%	0.5%	-2.4%	-5.3%	-0.1%	0.2%	-2.8%	nt	3.6%	0.3%
Cc1sc2ncnc(Sc3nnnn3-c3ccccc3)c2c1C	-0.3%	-4.4%	-7.2%	66.1%[activator]	4.8%	-2.0%	-1.1%	?	-1.3%	-37.4%	13.9%
C=CCn1sc(=N)c(C#N)c1N	8.0%	3.0%	?	35.2%	-24.6%	?	3.6%	-3.4%	-0.5%	5.0%	?
